# Screens deposited in PubChem by Broad Institute.
# GSIS activator – primary screen for activators of insulin secretion dependent on glucose, INS-1E cells, GLuc reporter luminescence; INS-1E GLuc reporter insulin secretion, 2-3 h; AID 743287; activation, % at 16.6 µM; 370,000 tested, 0.61% active;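 active = lowest replicate activation of at least 40%, so every replicate reaches that level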;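 also: 0% = median of neutral control wells and 100% = median of IBMX positive control wells; some compounds called inactive have numbers as strong as hits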
# F508del corr – correctors of CFTR F508del function in bronchial epithelial cells | activity (quench increase), % at 7.58 µM | CFBE cells, YFP halide quenching; stimulated with forskolin plus potentiator P3; % fluorescence drop versus neutral controls | 350,000 tested, 0.36% active;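 active = mean added fluorescence quench of at least 8% versus neutral control, with both replicates also reaching 8%; inconclusive = only one of the mean or replicate conditions met; inactive = mean below 8% and not both replicates reaching 8%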;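 also: cells transiently co-express mutant CFTR-F508del with the halide-sensitive YFP; corrector assay measuring rescue of mutant channel to the surface after 24 h compound exposure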
# RAD52 anneal inh – inhibitors of human RAD52 DNA annealing; P43351; recombinant RAD52 DNA annealing, FRET fluorescence; inhibition, % at 18.7 µM; 360,000 tested, 0.46% active;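 active = every replicate showing at least 50% inhibition; inconclusive = mean inhibition at least 50% but not in every replicate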
# XiGFP reactiv – reactivates the inactive X chromosome in mouse fibroblasts; XiGFP mouse fibroblasts, % GFP-positive cells imaging, 3 d; cells co-treated with 5-aza-dC sensitizer; scaled so ellipticine positive control = 100%; activation, % at 7.58 µM; 360,000 tested, 0.055% active;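 active = mean normalized replicate activation at least 10% and every replicate at or above 10%; inconclusive = only one of the two criteria met; inactive = mean below 10% and not all replicates reach 10%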;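 also: 0% = median of on-plate neutral control wells and 100% = ellipticine 6 µM median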
#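 material = 68-5-11 XiGFP fibroblast line | medium = DMEM plus 5-aza-dC sensitizer | schedule = 3 days compound exposure | benchmarks = positive control ellipticine, 6 µM final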
# E-sel inducer – E-selectin induction on HUVECs. 260,000 tested, 0.37% active. HUVEC E-selectin immunofluorescence imaging; normalized: neutral wells 0, TNF-alpha wells 100. activation, % at 7.58 µM. P16581;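 active = mean E-selectin-positive cell signal at least 10% of the positive control, reached in at least 60% of replicates, without over 20% cell loss; inconclusive = no rule given, readout overlaps actives, possibly toxicity-flagged; inactive = the rest, including those meeting only one limit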;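 also: in these data hits start at about 27%; measured in HUVEC primary endothelial cells; signal is the percent of cells scored E-selectin positive by PE staining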
#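 assay system = HUVEC, human umbilical vein endothelial cells | input = 3,000 HUVEC seeded per well | medium = EGM-2 growth medium on 0.1% gelatin-coated wells | dosing = one compound dose added by pin transfer | signal = immunofluorescence imaging | read-out basis = % PE-positive cells | control set = TNF-alpha, DMSO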
# CASP6 VEID inh – inhibitors of human caspase-6; P55212; purified caspase-6, Z-VEID-R110 cleavage fluorescence; inhibition, % at 12.5 µM; 350,000 tested, 0.53% active;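 active = mean inhibition across replicates at least about 35%, with every replicate also reaching that limit, limit read from the data; inconclusive = only one of the two criteria met; inactive = neither criterion met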;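 also: 0% = median of neutral control wells and 100% = no fluorescence left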
# Target sequence (P55212 24-179 limits assumed): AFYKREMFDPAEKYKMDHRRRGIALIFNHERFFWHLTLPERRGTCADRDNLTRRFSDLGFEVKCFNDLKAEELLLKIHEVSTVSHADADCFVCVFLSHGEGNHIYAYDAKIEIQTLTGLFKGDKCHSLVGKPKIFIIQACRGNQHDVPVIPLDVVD
# Target sequence (P55212 194-293 limits assumed): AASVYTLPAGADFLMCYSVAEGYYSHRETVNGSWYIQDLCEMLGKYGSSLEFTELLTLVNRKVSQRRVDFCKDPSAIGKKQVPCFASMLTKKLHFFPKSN
# RAD54 branch – RAD54 (human) branch migration inhibition; Q92698; RAD54 Holliday junction branch migration, FAM/BHQ fluorescence; inhibition, % at 10.4 µM; 360,000 tested, 0.14% active; AID 602329;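 active = mean normalized replicate activity at least 40 and at least half of replicates scoring 40 or more; inconclusive = only one of the two criteria met; inactive = mean below 40 and under half of replicates reaching 40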;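 also: 0% = median of neutral control wells and 100% = median of positive control wells; inhibitors cause a drop in the FAM fluorescence signal; in these data hits start at about 50%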
# Target sequence (Q92698 whole entry, looked up): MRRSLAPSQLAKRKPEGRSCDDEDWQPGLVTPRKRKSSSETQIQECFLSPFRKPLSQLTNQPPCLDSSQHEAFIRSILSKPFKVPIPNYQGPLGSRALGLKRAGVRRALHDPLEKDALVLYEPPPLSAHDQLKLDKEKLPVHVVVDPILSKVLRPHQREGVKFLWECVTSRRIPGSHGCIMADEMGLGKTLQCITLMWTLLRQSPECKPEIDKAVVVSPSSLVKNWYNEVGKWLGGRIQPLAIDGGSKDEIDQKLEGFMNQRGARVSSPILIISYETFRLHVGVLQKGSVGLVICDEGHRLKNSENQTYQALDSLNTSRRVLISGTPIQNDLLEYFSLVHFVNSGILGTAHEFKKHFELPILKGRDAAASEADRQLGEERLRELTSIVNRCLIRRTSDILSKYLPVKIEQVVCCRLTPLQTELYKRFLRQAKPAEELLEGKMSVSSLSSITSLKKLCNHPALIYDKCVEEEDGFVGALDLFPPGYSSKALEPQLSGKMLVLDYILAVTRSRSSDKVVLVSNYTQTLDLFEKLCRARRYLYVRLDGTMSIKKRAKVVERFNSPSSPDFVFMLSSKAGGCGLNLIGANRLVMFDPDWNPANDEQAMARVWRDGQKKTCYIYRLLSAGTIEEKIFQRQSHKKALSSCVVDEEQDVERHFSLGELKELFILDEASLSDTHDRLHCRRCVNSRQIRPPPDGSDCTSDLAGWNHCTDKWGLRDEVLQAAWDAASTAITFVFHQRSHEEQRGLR
# DENV2 CPE – inhibitors of DENV2 cytopathic effect; CPE inhibition, % at 9.99 µM; 350,000 tested, 1.7% active; AID 651640; DENV2-infected cells, cytopathic effect rescue, plate reader; in the data active = CPE inhibition above about 20%, passing the limit was not always enough; inconclusive = no clear call, values can overlap the other calls; tested in BHK-21 cells;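 also: 0% = median of neutral control wells and 100% = median of positive control wells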
# * marks the source's active call; other numbers are inactive results; i = inactive; ? = inconclusive; . = no result given; & = joins results of further samples.
SMILES,GSIS activator,F508del corr,RAD52 anneal inh,XiGFP reactiv,E-sel inducer,CASP6 VEID inh,RAD54 branch,DENV2 CPE
COCCNc1nc(NCCN2CCNC2=O)c2sccc2n1,5,1.1,-4,-0.1,-0.2,0,-6,1
C[C@H]1CN([C@@H](C)CO)C(=O)Cc2cc(NC(=O)Nc3cccc4ccccc34)ccc2O[C@@H]1CN(C)C,2,0.3,14,-0.4,14,-1,7,26*
O=C(NCC[C@H]1CC[C@H](NC(=O)C2CCCCC2)[C@@H](CO)O1)Nc1ccc(Cl)cc1,-9,0.1,-10,-0.4,-0.7,-1,0,3
O=C(C[C@@H]1CC[C@H]2[C@@H](COC[C@H](O)CN2CCC(F)(F)F)O1)NCC1CCCCC1,-9,-1.7,.,0.2,0.0,.,-2,-2
CCOC(=O)c1ccccc1OCc1cc(/C=N/NC(=O)c2cccnc2)ccc1OC,-6,1.8,-6,0.0,.,-4,3,3
Cc1ccccc1S(=O)(=O)N1[C@H](C#N)[C@H](c2ccc(-c3ccc(F)cc3)cc2)[C@H]1CO,-1,2.1,-56,0.1,1.0,1,11,-11
CN(CC(=O)Nc1ccc(F)cc1)C(=O)COC(=O)c1ccc(=O)n(Cc2ccccc2)n1,-5,-1.8,2,0.2,.,4,11,-3
O=C(N/N=C1\C2CN3CCN(C2)CC1(c1ccccc1)C3)Nc1ccccc1,-1,2.5,-16,0.0,-4.4,0,.,-1
CCc1ccc(CNC(=O)CCc2cn(C)c3ccccc23)cc1,-42,3.4,-1,-0.1,.,-4,-3,-2
Cc1ccc(C(=O)Nc2cccc(-c3ccc(N4CCOCC4)nn3)c2)cc1C,1,1.4,-2,0.0,.,7,.,1
COc1ccc(N(CC(=O)NCc2ccco2)C(=O)CCC(=O)Nc2nccs2)cc1,13,-1.7,-9,0.1,.,1,4,1
CCCN=C1NC(=O)C(CC(=O)NCCc2ccccc2)S1 (centres undefined),5,0.1,-10,0.0,.,0,.,6
O=[N+]([O-])c1ccc(COc2ccc(CN3CCOCC3)cc2)cc1,5,-0.9,-7,0.0,0.2,-4,-4,-7
C[C@H]1CN([C@@H](C)CO)C(=O)c2cccc(NS(C)(=O)=O)c2O[C@H]1CN(C)Cc1ccncc1,-4,-0.4,-3,-0.1,-7.3,-1,-8,4
O=C(O)c1ccc(NC(=S)Nc2ccc(S(=O)(=O)Nc3ccccn3)cc2)cc1,4,-4.5,-18,0.1,-0.4,0,-4,0
O=C(COc1cccnc1[N+](=O)[O-])Nc1ccc(Cl)cc1F,13,4.4,-39,0.2,-1.4,-3,-9,7
COc1ccc(S(=O)(=O)N(C)C[C@@H]2OCCCC[C@@H](C)Oc3ccc(NC(=O)c4ccccc4)cc3C(=O)N([C@@H](C)CO)C[C@H]2C)cc1,2,1.0,-13,-0.8,-0.1,-1,-8,54*
COCCn1c(SCC(=O)Nc2cc(C)on2)nnc1-c1ccccc1,19,0.9,-6,0.1,-0.2,0,7,3
CC(=O)NC(Cc1c[nH]c2ccccc12)C(=O)N/N=C/c1ccccc1 (centres undefined),-2,2.6,-6,0.0,.,1,0,2
COC(=O)c1cc(C(=O)N(Cc2ccccc2)c2ccccn2)cc([N+](=O)[O-])c1,7,-3.1,-8,0.2,.,0,-1,8

# An excerpt from above, reduced to F508del corr and DENV2 CPE.
Structure,F508del corr,DENV2 CPE
O=C(NCC[C@H]1CC[C@H](NC(=O)C2CCCCC2)[C@@H](CO)O1)Nc1ccc(Cl)cc1,0.1,3
Cc1ccccc1S(=O)(=O)N1[C@H](C#N)[C@H](c2ccc(-c3ccc(F)cc3)cc2)[C@H]1CO,2.1,-11
CC(=O)NC(Cc1c[nH]c2ccccc12)C(=O)N/N=C/c1ccccc1 (centres undefined),2.6,2
COc1ccc(N(CC(=O)NCc2ccco2)C(=O)CCC(=O)Nc2nccs2)cc1,-1.7,1
CCCN=C1NC(=O)C(CC(=O)NCCc2ccccc2)S1 (centres undefined),0.1,6

# The list goes on:
SMILES,GSIS activator,F508del corr,RAD52 anneal inh,XiGFP reactiv,E-sel inducer,CASP6 VEID inh,RAD54 branch,DENV2 CPE
CCOc1ccc(CCNC(=O)c2cc3ccccn3n2)cc1OCC,.,1.6,-16,0.0,-0.1,-1,-5,-3
Cc1cccc(C)c1NC(=O)Nc1ccc(S(N)(=O)=O)cc1,5,3.3,-21,0.0,0.0,-3,-9,?
O=C(Nc1ccccc1Cl)Oc1ccc(Cl)cc1Cl,-4,4.1,-7,0.0,0.2,-5,4,-1
CC1(C)OC2CC3C4CCC5=CC(=O)C=CC5(C)C4(F)C(O)CC3(C)C2(C(=O)CO)O1 (centres undefined),-28,2.5,-9,-0.1,-0.1,.,-6,-2
O=C(COC(=O)c1ccc2ccccc2n1)NCc1ccccc1,-2,0.2,-24,0.0,.,0,-1,6
COc1ccc(S(=O)(=O)N(C)C[C@@H]2Oc3cc(C#CC4CCCCC4)ccc3S(=O)(=O)N([C@H](C)CO)C[C@H]2C)cc1,-4,3.4,5,-1.0,-0.1,2,5,-1
Cc1cc(/C=C(\C#N)C(=O)O)c(C)n1CCC(C)C,-43,-1.4,-16,0.5,-0.3,8,-5,10
CO[C@@H](C(=O)N(C)C[C@H]1OCc2ccccc2-c2ccccc2C(=O)N([C@H](C)CO)C[C@H]1C)c1ccccc1,25,0.6,-9,0.3,-0.3,-1,1,-1
O=C(CCc1ccc(O)cc1)NN=Cc1ccc2c(c1)OCO2,12,-1.2,-7,0.2,0.0,-3,2,9
O=S(=O)(Cc1ccccc1)N1CCCCN2[C@H](CO)[C@H](c3ccc(-c4ccc(F)cc4)cc3)[C@H]2C1,-8,-1.9,-15,0.1,-0.7,1,15,-23
COc1cc(OC)cc(C(=O)N[C@H](C(=O)Nc2ccc(F)cc2F)C(C)C)c1,4,-0.1,-10,0.0,0.0,-2,9,1
CCc1nc2c(OCCOc3ccc(F)cc3)cccn2c1N(C=O)Cc1ccccc1,.,1.6,-32,0.0,0.2,0,1,-5
Cc1ccn2c(=O)cc(C)nc2c1,4,-1.0,-6,0.0,.,-4,.,5
C[C@@H]1CN([C@H](C)CO)C(=O)c2cc(NS(C)(=O)=O)ccc2O[C@H]1CN(C)CC1CC1,1,0.7,2,-0.2,-0.2,0,-1,-11
O=c1[nH]cc(S(=O)(=O)N2CCOCC2)c(=O)[nH]1,2,-0.6,-7,-0.1,-0.2,3,12,-2
C/C=C/c1ccc(C2[C@@H]3CN(C(=O)Nc4ccccc4OC)C[C@H]2N3)cc1 (some centres undefined),-12&0,-1.6&0.4,20&21,0.0&0.2,0.2&-0.5,-1&-1,.,?
Cc1ccc(S(=O)(=O)N2CCOCC2)cc1NC(=O)COC(=O)c1ccc(Br)o1,-8,1.5,3,-0.1,0.0,-4,13,?
CCCn1nnnc1NCc1c(F)cccc1Cl,4,-5.0,0,0.2,.,-1,.,-3
O=C(NCCN1CCCC1)c1ccc(CS(=O)(=O)c2c(Cl)cccc2Cl)o1,3,-1.7,-11,0.3,0.0,-60,-21,4
O=C1NC(=S)NC1=Cc1ccccc1O,-22,-1.3,i,0.0,-0.2,2,-28,5
O=C(C[C@H]1CC[C@@H]2[C@H](COC[C@@H](O)CN2C(=O)c2cccnc2)O1)NC1Cc2ccccc2C1,8,-3.4,-54,0.1,0.1,4,4,6
N/C(=N\OC(=O)c1ccc(Br)cc1)c1ccncc1,-4,-3.1,-1,0.2,.,-2,.,-4
COc1ccc(C(O)c2nc(-c3ccccc3)cs2)cc1 (centres undefined),6,-2.2,-12,0.1,-0.2,4,-2,-9
Cc1ccc(CCNC(=O)C2CC(c3ccc(C(F)(F)F)cc3)=NO2)cc1 (centres undefined),.,2.3,-7,0.2,-0.1,-2,9,-4
Cc1cccc(N=Nc2c(C)c(C#N)c(O)[nH]c2=O)c1,-7,-3.1,-18,0.0,.,4,.,8
CN(C)c1ccc(/C=C/c2cccc[n+]2[O-])cc1,.,-0.9,-216,0.0,.,0,-20,-4
COc1cccc(C(=O)Nc2ccc(S(=O)(=O)Nc3cc(C)nc(C)n3)cc2)c1,4,-2.0,-13,0.0,2.2,.,.,4
O=C(NCC(=O)N1CCC2(CC1)NCCc1[nH]cnc12)c1cccc(Cl)c1,-12,-1.0,-7,0.0,.,-4,15,0
CC(=O)Nc1ccc(NC(=O)CSc2ccc3nnc(CCNC(=O)c4ccccc4)n3n2)cc1,24,-0.9,-13,1.1,-0.2,-1,.,-8
Cc1cccc(S(=O)(=O)NCCc2ccccc2)c1,-9,-2.3,2,0.3,0.4,-6,.,2
Cc1ccc(C(=O)NC2CC(C)(C)NC(C)(C)C2)cc1,21,2.8,-4,0.4,1.5,4,3,6
COc1ccc2[nH]c(C)c(-c3csc(N)n3)c2c1,-20,2.6,-1,0.1,.,3,10,-1
O=C(COC(=O)C1CC1)Nc1c(Cl)cccc1C(F)(F)F,1,0.7,-3,0.0,8.2,2,-2,2
O=C(Cn1ncc2c(=O)oc3ccccc3c21)N1CCCN(Cc2ccccc2F)C1,0,-1.4,-6,0.0,.,-2,7,3
Cc1c(C(=O)N/N=C/c2ccncc2)no[n+]1[O-],-3,-3.5,5,0.2,0.4,7,2,4
CCCN=C1CC(C)(C)CC(=O)/C1=C(/O)CCC,21,0.0,-13,0.0,.,2,.,4
COc1ccc(OC)c(/C=N/NC(=O)c2ccc(N(C)S(=O)(=O)c3ccccc3)cc2)c1,3,-1.0,-6,0.5,-0.1,2,6,-10
CC(C)(C)NC(=O)C(c1ccc(F)cc1)N(Cc1ccccc1Cl)C(=O)c1ccn[nH]1 (centres undefined),-11,-5.8,-9,0.3,0.4,0,.,1
CN(C(=O)COC(=O)c1cc(-c2ccco2)nc2ccccc12)C1CCS(=O)(=O)C1 (centres undefined),6,4.9,-35,-0.3,.,7,-9,3
CCc1ccc(NC(=O)C(=S)NC2CCCCC2)cc1,-7,-1.5,-10,-0.1,0.9,1,1,5
Cc1cc(C(=O)CSc2nc(N)cc(N)n2)c(C)n1C1CC1,2,-2.0,-4,0.0,-0.1,0,.,-4
CC(Oc1cc2oc(=O)c3c(c2cc1Cl)CCC3)C(=O)NCCCN1CCOCC1 (centres undefined),.,0.1,-1,0.3,.,-1,4,7
COc1ccc(-c2ccc3c(c2)[C@H]2[C@H](CCN2C(=O)C2CC2)[C@@H](CO)N3C)cc1,-15,2.7,13,0.0,0.1,0,-9,-4

# Profiles from above.
# `O=C(C[C@H]1CC[C@@H]2[C@H](COC[C@@H](O)CN2C(=O)c2cccnc2)O1)NC1Cc2ccccc2C1` in the list: GSIS activator: 8; F508del corr: -3.4; RAD52 anneal inh: -54; XiGFP reactiv: 0.1; E-sel inducer: 0.1; CASP6 VEID inh: 4; RAD54 branch: 4; DENV2 CPE: 6
# `Cc1cccc(S(=O)(=O)NCCc2ccccc2)c1` in the list: GSIS activator: -9; F508del corr: -2.3; RAD52 anneal inh: 2; XiGFP reactiv: 0.3; E-sel inducer: 0.4; CASP6 VEID inh: -6; RAD54 branch: .; DENV2 CPE: 2
